PAD4 inh: human PAD4 inhibitors, primary screen, biochemical, fluorescence polarization, 1536-well format. recombinant PAD4, RCA probe fluorescence polarization. inhibition, % at 6.36 µM. actives 0.41% (n = 330,000);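 active means percent inhibition above a cutoff equal to the mean of all tested compounds plus 3 SD, cut at about 15% in these data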;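 further: 0% = PAD4 with RCA probe and DMSO and 100% = probe without PAD4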
Fam108B counter: mouse Fam108B serine hydrolase inhibitors, primary screen, counter-screen for RBBP9 inhibitor project, biochemical, fluorescence polarization | inhibition, % at 9.51 µM | actives 0.33% (n = 300,000) | recombinant Fam108B, FP-Rh probe fluorescence polarization | AID 1947, 2009;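 active means inhibition above the screen mean inhibition plus 3 SD, computed separately per campaign, cut at about 18% in these data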;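 further: inhibitors lower polarization as less probe binds the enzyme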
TPT1 inh: Candida albicans TPT1 enzyme inhibitors, primary screen, biochemical, fluorescence polarization. tRNA 2'-phosphotransferase TPT1 (Candida albicans SC5314). recombinant caTPT1, FP RNA substrate dephosphorylation. inhibition, % at 5 µM. actives 0.81% (n = 300,000);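 active means inhibition above the mean of all tested compounds plus 3 SD, set per screening campaign, cut at about 24% in these data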;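 further: plate controls were DMSO alone for no effect and ferristatin control at 100 nM for full effect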
MCL1-BIM inh: inhibitors of MCL1 binding to BIM-BH3, primary screen, biochemical, fluorescence polarization; actives 0.68% (n = 320,000); Induced myeloid leukemia cell differentiation protein Mcl-1 (Homo sapiens), Q07820; GST-MCL1 / FITC-Bim-BH3 fluorescence polarization; inhibition, % at 10.9 µM;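 active means inhibition above the mean inhibition of all tested compounds plus 3 SD, set per campaign, cut at about 40% in these data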;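 further: 0% = DMSO wells and 100% = unlabeled Bim-BH3 peptide control; higher means more loss of mP so more displacement of Bim peptide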
Target sequence (Q07820 whole entry, looked up): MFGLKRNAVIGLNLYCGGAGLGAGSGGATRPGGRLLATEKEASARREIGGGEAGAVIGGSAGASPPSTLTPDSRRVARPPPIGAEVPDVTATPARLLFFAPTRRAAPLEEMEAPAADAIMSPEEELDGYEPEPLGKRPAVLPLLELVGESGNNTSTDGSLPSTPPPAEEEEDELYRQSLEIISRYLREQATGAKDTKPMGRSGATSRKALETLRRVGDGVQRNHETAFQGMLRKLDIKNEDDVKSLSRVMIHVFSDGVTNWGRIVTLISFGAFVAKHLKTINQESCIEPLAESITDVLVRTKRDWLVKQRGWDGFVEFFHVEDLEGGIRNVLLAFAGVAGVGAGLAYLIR
GLD-1 RNA inh: GLD-1/TGE RNA complex disruptors, primary screen, biochemical, fluorescence polarization | Female germline-specific tumor suppressor gld-1 (Caenorhabditis elegans), Q17339 | actives 0.44% (n = 320,000) | purified GLD-1 + fluorescein TGE RNA | AID 2280, 2010 | inhibition, % at 5.96 µM;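 active means percent inhibition above a per-plate cutoff, the plate mean of test compounds plus 3 SD, cut at about 30% in these data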;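 further: 0% = DMSO wells with GLD-1 and probe and 100% = wells lacking GLD-1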
Target sequence (Q17339 whole entry, looked up): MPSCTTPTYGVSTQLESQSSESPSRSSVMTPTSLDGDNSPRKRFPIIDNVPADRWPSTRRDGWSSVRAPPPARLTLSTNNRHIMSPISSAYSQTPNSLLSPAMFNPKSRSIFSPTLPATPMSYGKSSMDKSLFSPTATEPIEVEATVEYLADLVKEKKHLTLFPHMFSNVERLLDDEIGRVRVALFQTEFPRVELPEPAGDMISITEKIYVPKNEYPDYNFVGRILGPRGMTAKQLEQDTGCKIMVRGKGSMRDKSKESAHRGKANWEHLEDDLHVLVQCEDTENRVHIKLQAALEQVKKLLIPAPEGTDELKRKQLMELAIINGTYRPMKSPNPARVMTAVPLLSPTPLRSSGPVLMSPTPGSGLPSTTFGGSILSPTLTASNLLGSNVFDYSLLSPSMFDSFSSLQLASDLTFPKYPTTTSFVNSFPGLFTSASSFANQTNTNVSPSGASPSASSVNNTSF
BCLXL inh: inhibitors of human Bcl-xL, primary screen, biochemical, fluorescence polarization, HTS; actives 0.7% (n = 320,000); inhibition, % at 10.9 µM; GST-Bcl-xL / FITC-Bim BH3 peptide fluorescence polarization;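 active means inhibition above the mean of all tested compounds plus 3 SD, cutoff set per campaign, cut at about 30% in these data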;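 further: 0% = DMSO wells and 100% = unlabeled Bim-BH3 peptide competitor; inhibitors lower millipolarization by displacing the labeled peptide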
GSTO1 inh: inhibitors of recombinant GSTO1, primary screen, counter-screen for RBBP9 inhibitor project, biochemical, fluorescence polarization; activity-based probe fluorescence polarization; inhibition, % at 5.96 µM; actives 1.1% (n = 300,000);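 active means inhibition above the campaign mean inhibition plus 3 SD, cut at about 35% in these data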;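 further: 0% = GSTO1-1 with DMSO and 100% = wells lacking GSTO1-1 enzyme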
Target sequence (P78417 whole entry, looked up): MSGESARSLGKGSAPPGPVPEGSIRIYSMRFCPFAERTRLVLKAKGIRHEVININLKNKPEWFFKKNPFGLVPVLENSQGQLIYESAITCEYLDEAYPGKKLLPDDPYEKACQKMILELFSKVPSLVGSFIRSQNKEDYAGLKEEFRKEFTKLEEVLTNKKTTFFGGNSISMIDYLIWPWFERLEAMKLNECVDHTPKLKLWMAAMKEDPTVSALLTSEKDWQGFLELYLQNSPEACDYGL
MEX-5 binding: MEX-5 zinc finger RNA-binding disruptors – biochemical, C. elegans, fluorescence polarization, MLPCN library, primary screen; MEX-5/FITC-TCR2 RNA binding; hits give low values; activity score (negative = inhibition of binding), % at 10 µM; actives 0.38% (n = 300,000); AID 1832, 2009;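 active means inhibition past about -25% in most replicates, and total fluorescence under double the plate's negative control median, limit read from the data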;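 further: 0% = DMSO and -100% = 5 µM competing unlabeled TCR2 RNA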
PME-1 primary: PME-1 inhibitors via competitive probe labeling, primary screen, biochemical, fluorescence polarization, FP-Rh probe, HTS; Protein phosphatase methylesterase 1 (Homo sapiens), Q9Y570; recombinant PME-1; inhibition, % at 5.9 µM; actives 0.53% (n = 320,000); AID 2130, 2009;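 active means inhibition above the campaign mean of all compounds plus 3 SD, cut at about 26% in these data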;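 further: competitive labeling of PME-1 active site by serine hydrolase directed probe; 0% = PME-1 with DMSO and 100% = wells lacking PME-1 enzyme; inhibitors block probe labeling so polarization falls and inhibition rises; many of its hits are not listed in these tables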
* = called active by the depositor; nt = no result given.

SMILES | PAD4 inh | Fam108B counter | TPT1 inh | MCL1-BIM inh | GLD-1 RNA inh | BCLXL inh | GSTO1 inh | MEX-5 binding | PME-1 primary
CCn1nc([N+](=O)[O-])c(C(C#N)c2nc3cc(C(F)(F)F)ccc3s2)c(Cl)c1=O (configuration not stated) | 14 | 43* | 0 | 6 | 15 | 7 | 51* | -6.0 | 56*
CCCCCN(C(=O)NC(=O)NCCCC)S(C)(=O)=O | 0 | 0 | -3 | 7 | 6 | 2 | 4 | -1.7 | 6
COc1cccc(C(=O)Nc2ccncc2)c1 | 2 | 0 | -2 | 45* | 10 | 7 | 5 | -0.6 | 2
Cc1cc(=O)[nH]c(N/N=C/CCc2ccccc2)n1 | 1 | 2 | -3 | -2 | 4 | -2 | 2 | 6.7 | 7
Cc1cc(OCC(=O)NCCc2c[nH]c3ccccc23)c2c(C)c(C)c(=O)oc2c1 | 3 | -1 | -4 | 0 | 0 | 0 | 0 | 0.2 | 14
COc1ccc(/C(C)=N/NC(=O)c2nc(C)cc(C)n2)cc1 | 2 | 0 | -3 | 2 | 0 | -2 | 6 | 1.0 | -3
COc1ccc(N=C2S/C(=C\c3ccc(N4CCOCC4)o3)C(=O)N2CCc2c[nH]c3ccccc23)cc1 | -6 | 7 | 131* | -41 | 4 | -36 | 0 | -19 | 7
COc1ccc(-c2csc3ncnc(N4CCN(c5ccccc5OC)CC4)c23)cc1 | 2 | 0 | 1 | -2 | 2 | 2 | -5 | -2.0 | -1
CCCNC(=O)C1CC(=O)N(c2ccc(OCC)cc2)C1 (configuration not stated) | -5 | -1 | 0 | -3 | -1 | -4 | -12 | -2.2 | -8
COc1ccccc1C(=O)Nc1ccnn1C1CCN(C)CC1 | -2 | -2 | -2 | 0 | 6 | 1 | -6 | nt | -4
CCn1nnc2cc(C(=O)Nc3cccc(S(=O)(=O)N(C)C)c3)ccc21 | -8 | nt | nt | -8 | -1 | -2 | nt | nt | 2
COc1cc(C)nc(NC(=S)N(C)C(=O)c2ccccc2)n1 | 2 | -1 | -1 | 4 | 8 | 7 | 14 | 0.0 | -4
O=C(COc1ncnc2cc([N+](=O)[O-])ccc12)N(CCc1ccccc1)Cc1ccccc1 | -3 | -1 | 6 | -5 | -2 | 6 | -4 | 1.7 | -7
CCOC(=O)c1cc2ccccc2n1CC(=O)c1ccccc1 | 3 | -2 | -1 | 7 | 1 | 4 | 4 | 3.6 | 1
CS(=O)(=O)N(CC(=O)N1CCCC1)c1cccc(Cl)c1 | -4 | -4 | 5 | 0 | 1 | 4 | -5 | -1.0 | 0
COc1cc(N2C(=O)CC3(CCCC3)CC2=O)cc(OC)c1OC | 1 | 0 | -1 | -3 | 3 | 4 | 7 | 0.3 | -3
O=C(COc1ccc2c(c1)OCO2)Nc1ccc2c(c1)oc1ccccc12 | -12 | -32 | 1 | 1 | -4 | -1 | -26 | -1.9 | -24
Cc1ccccc1-c1noc(C2CCCCC2)n1 | 3 | 0 | 2 | -2 | -3 | 1 | 0 | -1.0 | 3
S=c1[nH]nc(CSCCOc2ccccc2)o1 | 1 | 0 | 3 | -24 | 2 | -33 | -5 | -0.1 | 0
CC(C)n1nc(C(=O)Nc2nc3ccccc3[nH]2)c2ccccc2c1=O | 1 | 1 | 0 | -3 | -3 | 1 | 5 | 1.8 | 3
COC(=O)Nc1ccc(S(=O)(=O)N2CCC(C(=O)N3CCCCC3C)CC2)cc1 (configuration not stated) | -3 | -1 | 4 | -4 | 5 | -1 | -3 | -0.8 | 0
CC1CN(CC(=O)Nc2ccc([N+](=O)[O-])cc2Br)CC(C)O1 (configuration not stated) | 2 | 2 | -6 | 4 | -1 | 5 | 3 | 1.0 | -3
Oc1cc2c(cc1CN1CCN(c3ncccn3)CC1)OCO2 | -3 | 1 | -3 | -2 | 6 | 4 | 1 | 1.1 | -2
Cc1ccc(C23CC4CC(CC(NC(=O)NCCN(C)C)(C4)C2)C3)cc1 | 3 | 1 | -2 | 0 | 4 | 5 | 1 | 2.5 | -2
CCOc1ccc(/C(O)=C2\C(=O)C(=O)N(CCOCCO)C2c2ccccc2OC)cc1 (configuration not stated) | -4 | 1 | -4 | 3 | 4 | 4 | 3 | 1.2 | 1
CCCC(=O)Nc1ccc(S(=O)(=O)N2CCC(c3nc4ccccc4[nH]3)CC2)cc1 | 1 | 4 | 1 | -2 | -2 | 4 | -1 | 2.4 | -3
COc1ccccc1-c1noc(CCCC(=O)Nc2ccc(C(N)=O)cc2)n1 | 3 | 3 | 3 | 8 | 2 | 5 | 7 | -2.0 | 3
Cc1ccc(N/N=C/C=C/c2ccco2)cc1 | -3 | 1 | 20 | -14 | -1 | -6 | 5 | -2.2 | 5
CCOc1ccc(NCC(=O)c2ccc(C)cc2)cc1 | -5 | -2 | -2 | -3 | 4 | 5 | 10 | -1.0 | -3
CCOc1ccc(OCCCC(=O)O)cc1 | 3 | -7 | -3 | 3 | -1 | 8 | 3 | 0.0 | -1
O=C(NCc1ccc(F)cc1)C1CCC(CNc2c(N3CCOCC3)c(=O)c2=O)CC1 (configuration not stated) | 0 | -2 | 2 | 5 | -1 | 2 | 0 | 1.3 | 1
COCC(C)NC(=O)c1nn(Cc2ccccc2)c(=O)c2ccccc12 (configuration not stated) | -1 | 2 | -1 | -8 | 4 | -3 | 2 | -3.9 | 3
Cc1ccc(OCC(=O)Nc2ccc(S(=O)(=O)N3CCCC3)cc2)cc1 | 1 | 2 | -1 | -1 | 5 | -3 | -5 | -0.2 | -1
O=C(NCc1cccs1)C1CCCN(S(=O)(=O)c2cccs2)C1 (configuration not stated) | -2 | 0 | 3 | -7 | -12 | 1 | 11 | 1.3 | 4
CC(=O)Nc1ccc(S(=O)(=O)NC2(C(F)(F)F)NC(=O)N(C3CCCC3)C2=O)cc1 (configuration not stated) | -4 | -2 | -2 | 1 | 3 | 7 | 5 | 1.4 | -6
CCCc1cc(=O)[nH]c(SCC(=O)N(CCOC)c2c(N)n(Cc3ccccc3)c(=O)[nH]c2=O)n1 | -3 | 5 | -1 | -2 | 5 | -2 | 5 | -0.5 | 4
CCOC(=O)c1sc(-c2cccc(C(F)(F)F)c2)nc1O | -1 | -2 | 0 | 13 | 8 | 9 | 10 | 1.2 | 4
N#C/C(=C\c1ccc(Cl)cc1)C(=O)NC1CC1 | -8 | 0 | -2 | 4 | -6 | 6 | 1 | 3.2 | 2
CCOc1ccc(NC(=O)CN(C)C(=O)c2ccc(NC3CC3)c([N+](=O)[O-])c2)cc1OCC | 1 | 0 | 0 | 0 | 6 | 4 | -4 | 2.0 | -5
OC(COCC1COc2ccccc2O1)CN1CCN(c2ccccc2)CC1 (configuration not stated) | -10 | 3 | 8 | -3 | 0 | 1 | 10 | -3.1 | -13

Reformatted: two of the compounds above
> COCC(C)NC(=O)c1nn(Cc2ccccc2)c(=O)c2ccccc12 (configuration not stated)
  PAD4 inh: -1; Fam108B counter: 2; TPT1 inh: -1; MCL1-BIM inh: -8; GLD-1 RNA inh: 4; BCLXL inh: -3; GSTO1 inh: 2; MEX-5 binding: -3.9; PME-1 primary: 3

> Cc1ccc(OCC(=O)Nc2ccc(S(=O)(=O)N3CCCC3)cc2)cc1
  PAD4 inh: 1; Fam108B counter: 2; TPT1 inh: -1; MCL1-BIM inh: -1; GLD-1 RNA inh: 5; BCLXL inh: -3; GSTO1 inh: -5; MEX-5 binding: -0.2; PME-1 primary: -1

(listing goes on)
SMILES | PAD4 inh | Fam108B counter | TPT1 inh | MCL1-BIM inh | GLD-1 RNA inh | BCLXL inh | GSTO1 inh | MEX-5 binding | PME-1 primary
CN1CCCN(C(=O)c2cccc(Cl)c2)CC1 | -1 | 0 | 0 | 1 | 2 | 3 | 0 | 1.8 | -4
CCC(=O)OCc1cc2cccc(C)c2[nH]c1=O | -3 | 2 | -3 | 0 | -3 | 7 | 1 | 1.1 | 5
COc1ccc(OCCC(=O)OCc2c(C)noc2C)cc1 | -3 | 1 | 0 | -6 | 5 | -4 | 2 | -0.4 | -3
CCOc1ccc(C(=O)NCC(c2ccco2)N2CCc3ccccc3C2)cc1 (configuration not stated) | -4 | 2 | -1 | 2 | -5 | -2 | 6 | 0.8 | 2
Cc1cc(C(=O)N2CCc3ccccc32)n(-c2ccccc2)n1 | 2 | -4 | -3 | 4 | 11 | 0 | 5 | 1.3 | 1
CCOc1ccc(Oc2nc(NCC(C)C)nc(N(C)C)n2)nn1 | -1 | -5 | -3 | 10 | 5 | 5 | -4 | 1.9 | 3
C[C@H](NC(=O)[C@@H]1Cc2ccccc2CN1)C(=O)NC1CCCCC1 | -2 | -1 | -1 | 5 | 3 | 5 | 1 | -1.9 | -8
Clc1ccc2oc(-c3ccccc3)nc2c1 | 0 | 5 | -5 | 3 | -3 | 4 | 3 | 0.3 | -1
Nc1ncc(-c2nnnn2-c2ccc(Cl)cc2)c(-c2ccc(Cl)cc2)n1 | -1 | -2 | 2 | 5 | 11 | 4 | -20 | -0.6 | 2
N#Cc1cc(-c2ccccc2)cnc1Cl | 2 | -2 | 3 | 3 | 2 | 0 | -1 | 2.5 | 0
FC(F)(F)c1ccc2c(c1)nc1n2CCCC1 | -3 | 8 | 0 | -2 | 7 | 4 | 5 | -4.0 | 4
COc1ccccc1CN1C2CCCC1CC(NC(=O)/C=C/c1ccccc1)C2 (configuration not stated) | -4 | -1 | -4 | 0 | 3 | -1 | -3 | 0.9 | 1
O=C(Nc1cccc(O)c1)N1CCOCC1 | 2 | 4 | 0 | 6 | 3 | 2 | 5 | 1.6 | -1
Cc1ccc(C)c(S(=O)(=O)Nc2nc(C)c(C(=O)Nc3ccccc3)s2)c1 | -1 | 0 | 3 | -2 | 0 | 5 | -63 | -1.4 | 4
C=CCNC(=O)C1=NOC(CNC(=O)c2c(-c3ccccc3Cl)noc2C)C1 (configuration not stated) | -1 | -6 | -3 | 3 | 3 | -2 | 1 | -1.0 | 1
O=C1c2ccccc2S(=O)(=O)N1CC(O)Cn1c2ccccc2c2ccccc21 (configuration not stated) | 0 | -11 | 2 | 1 | 14 | 3 | -2 | 2.1 | -1
Cc1nc2c(ccc3c([N+](=O)[O-])cccc32)c(C)c1C | -3 | 2 | -5 | -8 | 2 | 1 | 9 | -2.1 | 1
CCOC(=O)c1cc2cc3ccccc3cc2oc1=O | 0 | 4 | 1 | 2 | 9 | 0 | 7 | -0.3 | 5
COc1ccccc1C(=O)Nc1c2c(nn1-c1ccc([N+](=O)[O-])cc1)CS(=O)(=O)C2 | 0 | 1 | -1 | 26 | -5 | -2 | 3 | 1.1 | 5
CCCCNC(=O)N(O)C1N(/N=C/c2cccs2)C(=S)SC1(C)C (configuration not stated) | 2 | 0 | 0 | 3 | 0 | 4 | 27 | -2.3 | 3
COc1cccc(NC(=O)CN(C)C(=O)c2cccnc2Sc2ccc(C)c(C)c2)c1 | 2 | -4 | 2 | 1 | 2 | 4 | -10 | 0.7 | 1
CC12COC3(C(=O)Nc4ccccc4)CC1CCC32C (configuration not stated) | 0 | -1 | 1 | 6 | -5 | 2 | 0 | 2.0 | 3

Screens as filed in PubChem BioAssay.

These rows are one share of the data. The share of hits here may be higher or lower than overall.
